Compound activity from PubChem.
TTR transcr act: TTR transcription activation, primary screen; SH-SY5Y TTR promoter Gaussia luciferase, luminescence; 100% = recombinant luciferase protein wells; activation, % at 16.7 µM; 92,000 compounds, 1.3% hits;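 active = activation above the mean of all tested compounds plus 3 SD, cut at about 9.5% in these data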;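 note: cells exposed to compounds for one day before reading; 0% = median of all test compound wells on the plate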
* = called active by the depositor.

No.	Compound	TTR transcr act
1	Cn1c(=O)c2cc(NC(=S)NCc3ccccc3F)ccc2n1Cc1cccc(C(F)(F)F)c1	-4.1
2	CCOC(=O)c1oc2ccccc2c1NC(=O)Cc1cccs1	0.7
3	CN(CC(=O)Nc1ccc(Cl)c(C(F)(F)F)c1)C(=O)Cn1cc([N+](=O)[O-])ccc1=O	0.3
4	CCOC(=O)NCCc1ccc(OC)cc1	2.1
5	COCCN(C(=S)Nc1c(C)cccc1C)C(C)c1ccco1 (stereo unspecified)	1.7
6	COc1ccc(N=Cc2c(O)[nH]c3ccccc23)cc1OC	-1.0
7	COc1ccc(C(=O)N2CCc3c([nH]c4ccccc34)C2C(F)(F)F)cc1 (stereo unspecified)	-3.0
8	Cc1cc(/C=C(\C#N)C(=O)OCC(=O)Nc2ccc(OC(F)F)cc2)c(C)n1CC(C)C	3.7
9	COc1cc(CN(CCc2c(C)[nH]c3ccc(C)cc23)C(=S)NC(C)(C)C)cc(OC)c1OC	1.8
10	COc1cc(NC(=O)NC2CCCCN(Cc3ccc(Cl)cc3)C2=O)cc(OC)c1 (stereo unspecified)	2.1
11	CCOc1cccc(/C=N/NC(=S)Nc2ccccc2[N+](=O)[O-])c1O	0.9
12	CCCCOc1c(Cl)cc(C(=O)N(C)CC(=O)Nc2ccc(N3CCOCC3)cc2)cc1OCC	-0.9
13	O=C1CCC(C(=O)N2CCCC2)CN1CCc1cccc(F)c1 (stereo unspecified)	0.1
14	CCOC(=O)/C=C/C(=O)OCC(=O)NCc1ccccc1	0.3
15	COc1cc(N)ccc1-c1cc2ccccc2oc1=O	1.0
16	CCOC(=O)Nc1ccccc1C(=O)N1CCOCC1	2.3
17	c1ccc(-c2csc(N3CCc4ccccc4C3)n2)cc1	1.4
18	Cc1cc(C)cc(N(CC(=O)N2CCC(C)CC2)S(C)(=O)=O)c1	0.8
19	COc1ccc(S(=O)(=O)N2CCC(C(=O)NCc3cccnc3)CC2)cc1Cl	0.8
20	Cc1cc(=O)n(-c2ccc(Cl)cc2)c(=O)[nH]1	0.0
21	Cc1nn(Cc2c(F)c(F)c(F)c(F)c2F)c(C)c1NC(=O)c1c([N+](=O)[O-])cnn1C	-1.2
22	C[C@@H]1CN([C@H](C)CO)C(=O)c2cc(NC(=O)Nc3ccc(F)cc3)ccc2O[C@@H](C)CCCCO[C@H]1CN(C)S(=O)(=O)c1ccc(Cl)cc1	-1.1
23	CC1(C)CC2(CCCN3C(=O)CSC32)CCS1 (stereo unspecified)	-4.2
24	CN(Cc1ccccc1)C(=O)OCc1cn(Cc2cccc(F)c2F)nn1	-1.2
25	O=C(NC1=NCCS1)c1ccccc1Cl	-0.9
26	Cn1nc(C(C)(C)C)c([N+](=O)[O-])c1C(=O)Nc1cccc2ccccc12	0.0
27	COc1ccccc1CNS(=O)(=O)c1ccc(S(=O)(=O)NC2CC2)cc1	-0.6
28	Cc1cc(Cl)c2ccc(Cl)cc2n1	0.4
29	O=C(CCCCO)c1ccc(O)c(Cl)c1	2.0
30	C[C@@H]1CCCCO[C@@H](CN(C)Cc2ccc(Cl)c(Cl)c2)[C@@H](C)CN([C@H](C)CO)C(=O)c2cc(NC(=O)CCC(F)(F)F)ccc2O1	-3.4
31	Cc1nnc(-n2ncc(C#N)c2N)c2nn(-c3cccc(Cl)c3)c(C)c12	-0.8
32	Cc1ccnc(NS(=O)(=O)c2ccc(NC(=O)CCc3ccccc3)cc2)n1	-0.1
33	O=C(CSc1nc2ccc(Nc3nc(N4CCCC4)nc(N4CCCC4)n3)cc2s1)NCc1ccco1	1.1
34	OCc1nnn(-c2cccc(C(F)(F)F)c2)c1CO	1.1
35	CC(=O)N1CCOc2ccc(S(=O)(=O)Nc3ccc(Cl)cn3)cc21	0.5
36	CCOC(=O)c1nnn(-c2nonc2N)c1CS(=O)(=O)c1ccccc1	3.4
37	COc1ccc2nc(NC(=O)CSc3nnnn3C)sc2c1	-0.4
38	O=S(=O)(Nc1ccccc1Cl)c1ccc(-c2ccccn2)s1	-1.2
39	Cc1ccc(NC(=O)CSc2nnc3ccccn23)cc1S(=O)(=O)N1CCOCC1	0.5
40	O=C(NCCO)NC(=S)c1ccccc1	0.1
41	Cc1c(C)n2c3c(cccc13)CC2	2.8
42	Cc1cc(C)c(C)c(S(=O)(=O)N2CCN(Cc3nc4ccccc4[nH]3)CC2)c1C	-1.9
43	Cc1ccc2c(c1)C(c1ccccc1)N(C(=O)c1cc3ccccc3oc1=O)CC(=O)N2 (stereo unspecified)	-0.7
44	COc1cc(CCN(C(C)=O)C2C(=O)Nc3ccccc3N=C2c2ccc3c(c2)OCO3)cc(OC)c1 (stereo unspecified)	-2.5
45	Cc1cccc(Nc2nc(N)c(C#N)c(CC#N)c2C#N)c1	1.0
46	Cc1cccc(N(CC(=O)NCCc2ccccc2)C(=O)c2csnn2)c1	-2.1
47	O=C(O)c1ccccc1-c1nc2ccccc2c(=O)[nH]1	2.6
48	CCc1cccc(NC(=O)Cn2ncn3c(cc4ccccc43)c2=O)c1	2.1
49	COc1ccc(NS(=O)(=O)c2cccc(C(=O)N3CCN(Cc4cc(OC)ccc4OC)CC3)c2)cc1	-1.5
50	CC1(C)Cc2c(c(-c3ccco3)nc3sc4c(NCCO)ncnc4c23)CO1	4.1
51	Cc1cc(C(=O)COC(=O)CC2Sc3ccccc3NC2=O)c(C)n1-c1ccccc1 (stereo unspecified)	2.8
52	CC1CCN(C(=O)c2ccc(-n3cnnn3)cc2)CC1	-0.4
53	Cc1onc(-c2ccccc2)c1C(=O)N1CCN(c2ccccn2)CC1	1.2
54	Cc1ccc(C)c(-n2c(CNc3ccc(F)cc3)nnc2SCC(N)=O)c1	3.2
55	O=C1c2c(O)cc(O)cc2O[C@H](c2ccc(O)cc2)[C@H]1O	-1.3
56	C[C@@H]1CN([C@H](C)CO)C(=O)CCCn2nncc2CO[C@H]1CN(C)S(=O)(=O)c1cccs1	-0.8
57	CC(C)CC(=O)Nc1cc(NC(=O)CC(C)C)cc(C(=O)NC(C)(C)C)c1	-3.8
58	Cc1cc(SC(C)C(=O)Nc2c(C)n(C)n(-c3ccccc3)c2=O)nc2ccccc12 (stereo unspecified)	-1.9
59	CCCc1ccc(S(=O)(=O)Nc2ccc(C)c(NS(C)(=O)=O)c2)cc1	1.9
60	COc1ccc2[nH]c3c(c2c1)CCN1C(=O)C(CC(=O)NCCN2CCOCC2)C[C@H](C(=O)N2CCCCC2)[C@@]31C (stereo partly specified)	-0.1

Compounds from the list above containing a cyano group (3):
No.	Compound	TTR transcr act
8	Cc1cc(/C=C(\C#N)C(=O)OCC(=O)Nc2ccc(OC(F)F)cc2)c(C)n1CC(C)C	3.7
31	Cc1nnc(-n2ncc(C#N)c2N)c2nn(-c3cccc(Cl)c3)c(C)c12	-0.8
45	Cc1cccc(Nc2nc(N)c(C#N)c(CC#N)c2C#N)c1	1.0

The list goes on.
No.	Compound	TTR transcr act
61	O=C(O)c1cccc(N2C(=O)/C(=C/c3ccc([N+](=O)[O-])cc3)C=C2c2ccccc2)c1	1.7
62	CC12CN3CCN(CC(C3)/C1=N\N=C1/C3CN4CCN(C3)CC1(C)C4)C2	1.7
63	CCCCCCC1C(C#N)=C(N)OC2=C1C(=O)CC(C)(C)C2 (stereo unspecified)	-0.1
64	Cc1ccc(/C=N/NC(=O)c2ccc3c(c2)OCCO3)s1	-1.6
65	CC(OC(=O)c1cccc(S(=O)(=O)N2CCCC2)c1)C(=O)NC1CCCCC1C (stereo unspecified)	3.7
66	CCc1ccc(C(=O)COC(=O)c2ccccc2OC)cc1	1.7
67	Cc1cc(Cl)ccc1NC(=S)NCc1ccccc1	2.2
68	COc1ccc(N2CCN(c3oc(COc4ccc(Cl)cc4)nc3C#N)CC2)cc1	0.2
69	COc1ccc(CCNC(=O)c2ccc3c(=O)n(Cc4ccco4)c(=S)[nH]c3c2)cc1OC	-0.5
70	Cc1cc(C(=O)N2CCc3ccccc32)c2ccccc2n1	0.2
71	COc1ccc(N(C(=O)c2ccccc2OC)C2C=CS(=O)(=O)C2)c(OC)c1 (stereo unspecified)	0.0
72	CC(=O)c1ccc(OCC(=O)Nc2ccccc2N2CCCC2)cc1	-1.3
73	Fc1ccccc1COc1ccccc1/C=N/Nc1nc(N2CCCC2)nc(N2CCCC2)n1	0.6
74	CC(C)(C)NC(=O)NC(=O)COC(=O)CNS(=O)(=O)c1ccc(Br)cc1Cl	-0.9
75	CC1CN(C(=O)COC(=O)c2cncc(Br)c2)CC(C)O1 (stereo unspecified)	-0.3
76	O=C(CCSc1nnc2ccccn12)Nc1ccc(F)cc1	0.9
77	O=C(Nc1ccc2c(c1)OCCO2)C(CCc1ccccc1)N1CCN(c2ccc(F)cc2)CC1 (stereo unspecified)	5.6
78	CC(C)(C)OC(=O)N1CCC[C@H]1c1nnc(SCC(=O)Nc2ccc(Br)cc2)o1	-0.9
79	COc1cc(/C=N/NC(=O)c2nc3ccccn3c2C)cc(OC)c1O	4.2
80	COCCN(C(=O)CSc1nc2ccc(Cl)cc2[nH]1)c1c(N)n(Cc2ccccc2)c(=O)[nH]c1=O	-1.2
81	Cn1c(=O)n(C)c2cc(CN3C(=O)OC(C)(C)C3(C)O)ccc21 (stereo unspecified)	1.1
82	COCc1nnc(NC(=O)CCc2ccccc2)s1	-0.8
83	O=S(=O)(N[C@@H]1CCCC[C@H]1N1CCOCC1)c1ccc(Cl)cc1	-0.1
84	Cc1[nH]n(-c2ccccc2)c(=O)c1N=Nc1cccc(C(=O)O)c1	-0.4
85	O=C(Nc1ccccc1N1CCCCC1)c1cccs1	-0.4
86	Cc1c(Br)c([N+](=O)[O-])nn1CC(=O)Nc1ccccn1	1.5
87	CC(C)C[C@H](NC(=O)OC(C)(C)C)C(=O)N[C@@H](CO)[C@H](O)[C@@H]1C[C@@H]1C(=O)NC1CC1	0.4
88	c1nc(NCC2CCOC2)c2cc(-c3ccc4c(c3)OCO4)ccc2n1 (stereo unspecified)	-1.6
89	CC(C)CCN1CCN(Cc2cccn2-c2nccs2)CC1CCO (stereo unspecified)	0.1
90	O=C(ONC1=NCCCCC1)c1cccc([N+](=O)[O-])c1	-2.1

Values by screen from above:
Nos. 65–71 in TTR transcr act: 3.7, 1.7, 2.2, 0.2, -0.5, 0.2, 0.0

The listing continues.
No.	Compound	TTR transcr act
91	CCOC(=O)CNc1ccc(OC(F)(F)F)cc1	0.4
92	CCC1(C)C2(C#N)C(N)=NC(OC)(OC)C12C#N (stereo unspecified)	16*
93	Cc1ccc(C#CC[N+](C)(C)CC#Cc2ccccc2)cc1	-0.7
94	CC(C)OC(=O)c1nnc(-c2ccccc2)nc1OC(C)C	-1.6
95	COCCN1CCn2c(nc3cc([N+](=O)[O-])ccc32)C1	-1.8
96	CN1CCN(c2ccccc2NC(=O)Cc2cn(C)c3ccccc23)CC1	-0.6
97	Cc1ccc(Sc2nnc(Cc3ccccc3)c3ccccc23)cc1	-1.7
98	Cc1ccc(-c2nc3ncccn3c2NC(=O)c2ccc(F)cc2)cc1	0.5
99	CCC(C)(C)n1nnnc1C(c1ccc(O)c(OC)c1)N1CCN(c2nc3ccccc3s2)CC1 (stereo unspecified)	9.0
100	Cc1ccc(C(=O)c2cc(C)sc2N)cc1	0.8
101	Cc1ccc(NC(=O)C(=O)NCc2ccc(/C=N/NC(=O)c3c(C)nc4cc(C)ccn34)o2)cc1	-0.8
102	CCCC(=O)N/C(N)=N/c1nc(C)c2ccccc2n1	-2.9
103	CCc1ccc(N2CC(C(=O)Nc3ccc(S(=O)(=O)Nc4nccs4)cc3)CC2=O)cc1 (stereo unspecified)	-0.2
104	COc1ccccc1NC1=C(Cl)C(=O)OC1OC(=O)c1ccco1 (stereo unspecified)	-1.2
105	Cc1ccc(OCc2nc(-c3ccccn3)no2)c(Br)c1	14*
106	CCN(CCn1cccn1)C(=O)CCc1nnc(CCc2ccccc2OC)o1	-1.7
107	O=C(COC(=O)c1ccc(Cl)cc1Cl)Nc1cccc(S(=O)(=O)NC2=NCCC2)c1	1.1
108	Cc1ccc(-c2[nH]ncc2/C=C(\C#N)C(=O)NC2CCCCC2)cc1	-2.3
109	CN=C1c2cc3cc(OC)ccc3n2CCN1C	3.1
110	COc1ccc(NC(C)=O)cc1S(=O)(=O)Nc1ccc(OCc2ccccc2)cc1	1.3
111	O=C1N(Cc2ccc3c(c2)OCO3)c2ccccc2C1(O)c1c[nH]c2ccccc12 (stereo unspecified)	1.2
112	Clc1ccccc1OCCCn1ccnc1	1.0
113	O=C(CSc1nnc(-c2ccc3c(c2)OCO3)o1)Nc1ncc(Cl)cc1Cl	-2.5
114	COc1ccc(C)cc1NC(=O)C1CCCN(S(=O)(=O)c2cccnc2)C1 (stereo unspecified)	-1.6
115	COc1ccc(CC(=O)N[C@@H]2c3ccccc3CC[C@@H]2OCc2ccccc2)cc1	3.3
116	O=C(CSc1nc(-c2ccccc2Cl)ns1)Nc1ccc2c(c1)OCO2	-0.9
117	CC(O)c1ccc2c(c1)OCCOCCN(C)CCOCCO2 (stereo unspecified)	2.1
118	Cc1cccc(C)c1NC(=S)N(Cc1ccccc1)Cc1cccs1	0.0
119	NC(=O)c1cc(-c2ccccc2)nc2ccc(Br)cc12	-1.6
120	C#CCNC(=O)C1=C[C@H](c2cn(C(C)=O)c3ccccc23)[C@@H](CCCO)[C@H](OCC)O1	3.5
121	CCN(C[C@H]1N[C@@](CC)(C(=O)OC)[C@H]2C(=O)N(C)C(=O)[C@@H]12)S(=O)(=O)c1ccc(OC(F)(F)F)cc1	1.9
122	O=C(NC(=S)Nc1ccccc1F)c1ccc(Br)o1	0.2

Compounds from the list above that contain a COOH group:
No.	Compound	TTR transcr act
47	O=C(O)c1ccccc1-c1nc2ccccc2c(=O)[nH]1	2.6
61	O=C(O)c1cccc(N2C(=O)/C(=C/c3ccc([N+](=O)[O-])cc3)C=C2c2ccccc2)c1	1.7
84	Cc1[nH]n(-c2ccccc2)c(=O)c1N=Nc1cccc(C(=O)O)c1	-0.4

This is a subset; the hit share may differ from the screen's.
